Bioassay records as filed in PubChem BioAssay.
GC-A act = GC-A (human) enzyme activation | P16066 | HEK293 GC-A cells, cGMP TR-FRET, EC30 ANP; 0% at EC30 ANP, 100% saturating ANP | activation, % at 10 µM | 370,000 tested, 0.14% active | AID 1671463; in the data active = activation above about 40%
Target sequence (P16066 whole entry, looked up): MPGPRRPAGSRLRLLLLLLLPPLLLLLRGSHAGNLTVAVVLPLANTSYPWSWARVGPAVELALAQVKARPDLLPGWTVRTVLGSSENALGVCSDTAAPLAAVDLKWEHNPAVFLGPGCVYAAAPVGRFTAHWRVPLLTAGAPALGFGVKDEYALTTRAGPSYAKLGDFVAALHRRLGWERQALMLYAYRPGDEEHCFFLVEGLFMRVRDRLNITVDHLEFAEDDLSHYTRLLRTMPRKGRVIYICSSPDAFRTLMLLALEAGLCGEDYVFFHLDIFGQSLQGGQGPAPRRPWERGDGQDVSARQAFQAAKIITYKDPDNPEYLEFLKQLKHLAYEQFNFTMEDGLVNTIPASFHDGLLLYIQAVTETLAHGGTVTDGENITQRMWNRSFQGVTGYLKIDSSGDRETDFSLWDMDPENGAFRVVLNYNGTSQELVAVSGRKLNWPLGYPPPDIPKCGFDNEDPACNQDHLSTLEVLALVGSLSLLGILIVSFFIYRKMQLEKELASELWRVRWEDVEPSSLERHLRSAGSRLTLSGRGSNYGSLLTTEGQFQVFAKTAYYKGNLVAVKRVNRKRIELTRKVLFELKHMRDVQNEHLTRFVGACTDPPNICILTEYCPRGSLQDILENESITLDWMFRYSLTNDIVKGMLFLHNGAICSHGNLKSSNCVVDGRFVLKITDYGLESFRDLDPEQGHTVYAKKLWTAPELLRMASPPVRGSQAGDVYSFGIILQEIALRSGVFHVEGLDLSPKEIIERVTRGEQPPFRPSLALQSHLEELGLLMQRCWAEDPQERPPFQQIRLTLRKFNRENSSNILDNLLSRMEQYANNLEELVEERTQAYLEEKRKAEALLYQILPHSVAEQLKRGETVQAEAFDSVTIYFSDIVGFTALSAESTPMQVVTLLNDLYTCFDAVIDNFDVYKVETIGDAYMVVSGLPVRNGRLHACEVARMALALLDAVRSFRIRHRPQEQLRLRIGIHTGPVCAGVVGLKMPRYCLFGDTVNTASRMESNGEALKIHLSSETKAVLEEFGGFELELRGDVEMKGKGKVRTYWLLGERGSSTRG
ARFGAP1 inhibitor = inhibits rat ARF GTPase activating protein 1. inhibition, % at 16.5 µM. Arfgap1-stimulated ARF1 GTP hydrolysis, GDP FP detection. 360,000 tested, 0.26% active;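 active = inhibition above a per-plate limit, mean inhibition of low control wells plus 3 SD, cut at about 25% in these data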;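 also: 0% = DMSO wells with enzyme and 100% = wells lacking Arfgap1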
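Replicates: Single well per compound | Assay system: Truncated rat Arfgap1 GAP domain | Control set: No-Arfgap1 wells (100%) versus DMSO full-reaction wells (0%) | Times: Enzyme reaction 120 min at 25 °C after 20 min preincubation | Reagent: Human ARF1(Δ1-17)-GTP substrate | Measured by: Tracer-displacement fluorescence polarization with EDTA stop, 620/688 nm | Measure: Percent inhibition of Arfgap1-stimulated GTP hydrolysis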
GC-B act = GC-B (human) receptor activation | HEK293-GC-B cells, CNP EC30, cGMP TR-FRET; 0% at EC30 CNP, 100% saturating CNP | activation, % at 10 µM | 370,000 tested, 0.11% active;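 active = activation at 10 µM reaching about 35% in either raw or pattern-adjusted values, limit read from the data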
Rev-erbA mod = Rev-erb alpha (human) modulation. activity, % at 10 µM. Rev-erbα–FITC-DNA binding, fluorescence polarization, 90 min. 370,000 tested, 0.79% active;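 active = activity above about 14%, limit read from the data; passing the limit was not always enough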;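 also: 0% = DMSO wells with 35 nM protein and 100% = DMSO wells with 750 nM protein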
mABHD4 FP = inhibitors of mouse ABHD4; 370,000 tested, 0.54% active; Q8VD66; purified mABHD4, FP-Rh probe fluorescence polarization; AID 720543; inhibition, % at 8.92 µM;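 active = inhibition exceeding the mean over every tested compound plus 3 SD, cut at about 30% in these data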;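 also: 0% = plate median of compound wells and 100% = S159A mutant with DMSO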
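Assay system: mouse ABHD4 enzyme, wild type / Also added: fluorescent activity-based probe FP-Rh / Doses: single nominal dose of 8.92 µM, 0.89% DMSO final / Timing: 45 min compound pre-incubation plus 60 min probe step, 25 °C / Signal: FP readout, ex 525 nm / em 598 nm / Control set: S159A mutant/DMSO as 100%, compound-well median as 0%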
PG9 binder = binds the HIV-1 gp120 antibody PG9; TR-FRET gp120-PG9 antibody binding; inhibition, % at 6.7 µM; 360,000 tested, 0.43% active; in the data active = inhibition above about 8.5%
HTRA1 inh = HTRA1 (human) protease inhibition. Q92743. inhibition, % at 5.96 µM. recombinant HTRA1, FP-rhodamine activity-based probe, fluorescence polarization. 340,000 tested, 0.5% active. AID 504803; in the data active = inhibition above about 36%;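 also: 0% = enzyme with DMSO and 100% = wells lacking enzyme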
ASAP1 GAP inh = blocks human ASAP1-stimulated Arf1 GTP hydrolysis. GDP FP detection. Q9ULH1. 360,000 tested, 0.19% active. inhibition, % at 16.5 µM; in the data active = inhibition above about 25%;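 also: 0% = vehicle with enzyme and substrate and 100% = no enzyme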
SMARCA2 activ = activators of SMARCA2 function. MG213 cells, MMTV-luciferase reporter, dexamethasone, overnight. activation, % at 9.1 µM. 370,000 tested, 1% active; in the data active = activation above about 7.8%;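 also: 0% = vehicle wells and 100% = reference activator wells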
rCAG binder = molecules binding r(CAG) RNA repeats | 370,000 tested, 1.3% active | AID 651821 | r(CAG) RNA repeat, TO-PRO-1 dye displacement fluorescence | inhibition, % at 3 µM;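 active = inhibition above the plate cutoff, the mean of all test compounds on that plate plus 3 SD, cut at about 35% in these data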;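 also: 0% = DMSO alone and 100% = 100 µM mitoxantrone as full dye displacement; higher means more dye released from RNA so lower well fluorescence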
Numbers without * were called inactive; x = not tested or not shown; & = joins results of further samples. This is a subset. The share of hits here may be higher or lower than overall.

Sample of the layout (2 entries):
item | smiles | GC-A act | ARFGAP1 inhibitor | GC-B act | Rev-erbA mod | mABHD4 FP | PG9 binder | HTRA1 inh | ASAP1 GAP inh | SMARCA2 activ | rCAG binder
1 | CC1CCC(NCCc2ccc3c(c2)OCO3)CC1 (stereo unspecified) | 2 | -6 | 3 | -5 | 0 | -0.4 | 9 | -1 | 4 | 3
2 | O=S(=O)(O)C(=Cc1ccccc1)c1ccccc1 (tested in a mixture with another compound) | 2 | 5 | -3 | -7 | -2 | 0.1 | -5 | 3 | 3 | 4

The whole of this part, from the first entry:
item | smiles | GC-A act | ARFGAP1 inhibitor | GC-B act | Rev-erbA mod | mABHD4 FP | PG9 binder | HTRA1 inh | ASAP1 GAP inh | SMARCA2 activ | rCAG binder
1 | CC1CCC(NCCc2ccc3c(c2)OCO3)CC1 (stereo unspecified) | 2 | -6 | 3 | -5 | 0 | -0.4 | 9 | -1 | 4 | 3
2 | O=S(=O)(O)C(=Cc1ccccc1)c1ccccc1 (tested in a mixture with another compound) | 2 | 5 | -3 | -7 | -2 | 0.1 | -5 | 3 | 3 | 4
3 | CCOc1cc2c(cc1OCC)-n1cccc1C(c1ccc(OC)cc1)NC2 (stereo unspecified) | -17 | 0 | -10 | -4 | 0 | -0.2 | 3 | -10 | 0 | -5
4 | COc1ccc(-c2nn(CCC#N)cc2C(=O)Nc2ccccc2Br)cc1[N+](=O)[O-] | 2 | 9 | -7 | 5 | 4 | -0.3 | -6 | 1 | -3 | 1
5 | C[C@@]12N[C@@H](Cc3ccccc31)c1ccccc12 | -5&-2 | -3&2 | -6&-10 | -1&-2 | -5&1 | -1.7&-0.9 | 7&4 | 9&4 | 1&-3 | 1&1
6 | N/C(=N/[N+](=O)[O-])N1CCN(C(=O)Oc2ccc([N+](=O)[O-])cc2)CC1 | 1 | 11 | 2 | 0 | -1 | 1.5 | 6 | 5 | -3 | -2
7 | Cc1cc(C)c(S(=O)(=O)NCC2CCC(C(=O)N3CCC4(CC3)OCCO4)CC2)c(C)c1 (stereo unspecified) | 2 | 5 | 3 | -3 | -2 | 0.5 | 0 | -8 | -1 | -11
8 | CCS(=O)(=O)N1CCC(C(=O)N2CCC3(CC2)OCCO3)CC1 | 4 | -13 | -3 | -7 | 5 | 0.8 | 0 | -1 | -3 | -2
9 | COC(=O)N1C(c2ccccc2)C1c1ccccc1 (stereo unspecified) | 4 | 1 | -1 | -7 | 1 | 0.9 | x | -2 | -1 | -1
10 | COc1cc(CC(C)N)c(OC)cc1I (stereo unspecified) | -3&-2 | -1&-1 | -1&0 | -3&-1 | 6&-2 | -1.3&1.1 | 4 | 10&4 | -5&-7 | 5&5
11 | N#Cc1ccccc1Cn1cc(C(=O)c2cccs2)c2ccccc21 | -14 | 4 | 9 | 25* | -7 | 0.8 | -8 | -5 | -6 | 3
12 | C[C@]12CCC3C(C1CCC2=O)[C@H](O)C[C@H]1C[C@@H](O)CC[C@]31C (stereo partly specified) | 5 | -6 | 0 | -1 | 3 | -1.2 | 9 | 1 | -3 | -1
13 | CN1C2CCC1C(C(=O)Oc1ccccc1)C(c1ccc(Cl)cc1)C2 (stereo unspecified) | -26 | 3 | -23 | 8 | -1 | -1.3 | x | -6 | -5 | 0
14 | COc1ccc(CC(C)NCCC(c2ccccc2)c2ccccc2)cc1 (stereo unspecified) | -49 | 2 | -22 | 6 | 12 | -0.1 | 1 | -15 | -2 | 8
15 | Cn1c(O)c(C=NC2CC3CCC2(C)C3(C)C)c(=O)[nH]c1=O (stereo unspecified) | 0 | -1 | -12 | 6 | -3 | 0.1 | 4 | 4 | -2 | -1
16 | C=CCn1c(O)c(C(CC)=NCc2ccc3c(c2)OCO3)c(=O)[nH]c1=O | 9 | 4 | 9 | 3 | 4 | -1.1 | x | 7 | -4 | 10
17 | C[N+](C)(C)CC#CCOC(=O)Nc1cccc(Cl)c1 | 4 | 2 | 0 | 11 | 1 | -0.5 | -2 | -5 | -2 | 2
18 | CCC(=NCCC(c1ccccc1)c1ccccc1)c1c(O)n(C)c(=O)n(C)c1=O | -2 | -4 | -5 | 10 | -8 | -2.1 | -1 | -5 | -3 | 3
19 | O=C(CN1CCN(c2ccccc2F)CC1)Nc1cccnc1Cl | -4 | 2 | 9 | -2 | 0 | -0.4 | -4 | 4 | 0 | -7
20 | COc1ccc2c(c1)C1OCCNC1CC2 (stereo unspecified) | 0 | 3 | 1 | -1 | -1 | 1.1 | x | -6 | -3 | 1
21 | OC1/C(=C/c2ccccc2F)N2CCC1CC2 (stereo unspecified) | 1 | -4 | 3 | 5 | 7 | -0.3 | 3 | 9 | -2 | -2
22 | CCC(=O)OC(Cc1ccccc1)(c1ccccc1)[C@H](C)CN(C)C (stereo partly specified) | -6 | 1 | -3 | -2 | 4 | 0.7 | 0 | -5 | -7 | -2
23 | O=C(O)COc1cc(Cl)c(Cl)cc1Cl | 3 | -5 | -1 | -6 | -4 | -0.6 | x | 14 | -3 | 1
24 | CCCCN1C(=O)NC(=O)/C(=C/c2cnc(SC)nc2)C1=O | -1 | 4 | -5 | -4 | -11 | -0.4 | -4 | -3 | 1 | 3
25 | COc1cc(C(=O)NC(=S)N2C[C@H]3C[C@H](C2)c2cccc(=O)n2C3)cc(OC)c1OC | 5 | 1 | 4 | 4 | 4 | -1.1 | -5 | 19 | 0 | -2
26 | CCCCN1CCC(C#N)(Nc2ccccc2)CC1 | 0 | 14 | 8 | 6 | -2 | 0.3 | 4 | 11 | 1 | 1
27 | CC1CCC(N(C)C2CCN(C)CC2)CC1 (stereo unspecified) | 0 | -5 | -1 | -2 | 2 | -0.2 | 5 | -8 | 0 | 3
28 | O=C1NC(=O)C(=Cc2ccc(Sc3ccccc3)o2)C(=O)N1 | 51* | 6 | 49* | 2 | -6 | 4.4 | -12 | -8 | -4 | 7
29 | Cc1ccc(-c2nc3ccccc3c(=O)n2-c2nccs2)cc1 | 1 | 3 | -2 | 2 | -7 | -1.6 | -2 | -2 | 5 | -1
30 | Clc1ccc2sc(C3CCNCC3)nc2c1 | 2 | -4 | -4 | -7 | 9 | -1.8 | 1 | 0 | 4 | 6
31 | CCCCn1c(O)c(C(CC)=Nc2ccc(OC)cc2OC)c(=O)[nH]c1=O | -5 | 2 | 1 | -3 | 2 | -0.1 | 1 | -3 | 0 | -9
32 | CCOC(=O)c1cc2cc(OC)ccc2n1C1CCN(Cc2ccccc2)CC1 | 3 | -3 | 1 | -5 | 5 | 1.7 | x | 7 | -1 | 2
33 | CN(C(=O)COC(=O)c1cn(C)c2ccccc12)C1CCCCC1 | 0 | 4 | -5 | -6 | -3 | 0.4 | 5 | -1 | -1 | -2
34 | COc1ccc(-n2nc(C(=O)NCC(=O)N3CCC4(CC3)OCCO4)c3ccccc3c2=O)cc1Cl | -2 | 21 | 3 | 6 | -4 | -1.4 | 4 | -9 | 1 | 0
35 | CC(=O)Nc1cccc([As](=O)(c2cccc(NC(C)=O)c2)c2cccc(NC(C)=O)c2)c1 | 8 | 1 | -2 | -4 | -1 | -0.2 | -4 | 10 | -2 | -4
36 | C[N+]1(C)CCOC(O)(c2ccc(-c3ccc(C4(O)C[N+](C)(C)CCO4)cc3)cc2)C1 (stereo unspecified) | 2 | 8 | 1 | 3 | -11 | -0.9 | 3 | 14 | 4 | 3
37 | COc1ccccc1N1CCN(CCc2ccccc2)CC1 | 3 | 6 | 0 | -4 | 1 | 0.3 | 0 | -15 | 3 | -8
38 | COc1ccc(OC)c(N2C(=O)NC(=O)/C(=C\c3ccc([N+](=O)[O-])s3)C2=O)c1 | -4 | -17 | -4 | -6 | -35 | -3.3 | 31 | -8 | -2 | 92*
39 | CN1CCN(c2ccc(S(C)(=O)=O)cc2[N+](=O)[O-])CC1 | 4 | 2 | 3 | -3 | -1 | -2.3 | 4 | -1 | -1 | -2
40 | CCOC(=O)c1c(/N=C/C2C(=O)NC(=O)NC2=O)sc2c1CCC2 | -8 | 9 | -6 | -4 | 9 | -1.7 | -1 | 7 | 0 | 11
41 | CC(=O)C1C(=O)NC23CCCCC2C1c1ccccc1O3 (stereo unspecified) | -9 | -7 | -3 | 0 | 2 | 0.1 | 0 | 8 | -3 | -2
42 | c1ccc(CCn2nnnc2CN2CCC(n3nnc4ccccc43)CC2)cc1 | -9 | 11 | -3 | -1 | -4 | 1.0 | 7 | 12 | 0 | -7
43 | COC(=O)C1=C(c2ccc(S(C)(=O)=O)cc2)C[C@@H]2CC[C@H]1N2C(=O)N1CCC(C)CC1 | 1 | -1 | 1 | 6 | -5 | 0.4 | -1 | 2 | -1 | -3
44 | CCN1CCN(c2ccc([N+](=O)[O-])cc2C(=O)OC)CC1 | 3 | -9 | 2 | 0 | 2 | -1.1 | x | 5 | 0 | 0
45 | Oc1ccc2c3c1O[C@H]1c4[nH]c5c(c4CC4(O)C(C2)N(CC2CC2)CCC314)CC1(O)[C@H]2Cc3ccc(O)c4c3[C@@]1(CCN2CC1CC1)C5O4 (stereo partly specified) | -9 | -3 | -5 | -8 | -1 | -1.9 | x | -6 | -6 | 8
46 | Fc1ccc(Cn2nnnc2C(c2ccc(Cl)cc2)N2CC=C(c3ccc(F)cc3)CC2)cc1 (stereo unspecified) | 3 | -4 | 4 | 1 | -4 | -1.4 | -7 | -3 | 0 | 7
47 | COc1ccc(Cn2c(O)c(C=NCCN3CCOCC3)c(=O)[nH]c2=O)cc1 | 2 | 15 | -1 | -3 | -3 | -0.7 | 3 | 0 | 0 | 3
48 | CC(C)(C)n1nnnc1C(c1cccs1)N1CCC2(CC1)C(=O)NCN2c1ccccc1 (stereo unspecified) | -13 | 6 | -12 | 2 | 5 | 0.2 | x | 3 | -2 | 6
49 | CN1[C@@H]2CC[C@H]1CC(OC(=O)C1C=Nc3ccccc31)C2 (stereo partly specified) | 1 | -5 | -4 | 1 | -4 | -0.9 | 5 | -5 | -5 | 0
50 | COC(=O)C1=C(c2ccc(F)cc2OCc2ccccc2)C[C@@H]2CC[C@H]1N2C(=O)N1CCC(O)(c2ccc(Cl)cc2)CC1 | 0 | 3 | 0 | 5 | -16 | -0.2 | -41 | 4 | -2 | 12
51 | Cc1nc2ccccc2c(=O)n1-c1ccc(Cl)cc1Cl | 1 | 1 | 2 | -1 | 1 | -0.9 | 4 | -2 | 1 | -6
52 | Cc1ccc(C(=O)N[C@@H](C)CN2C3=NC[C@@H](Cc4ccccc4)N3C[C@H]2Cc2ccc(O)cc2)cc1Br | -16 | 6 | -21 | 1 | 18 | -0.4 | x | 2 | 0 | 14
53 | CN(C)CCN(CC1CCCN(Cc2ccccc2F)C1)C(=O)Cc1c(F)cccc1F (stereo unspecified) | 0 | -9 | 1 | -6 | 4 | -1.3 | 13 | 3 | -1 | -9
54 | CCCCn1nnnc1C(c1ccccc1)N1CCC2(CC1)C(=O)NCN2c1ccccc1 (stereo unspecified) | -10 | -8 | -17 | 9 | -6 | -1.7 | x | -19 | 2 | 1

Just ASAP1 GAP inh and GC-A act, for some of the entries so far:
| item | Compound | ASAP1 GAP inh | GC-A act |
| --- | --- | --- | --- |
| 47 | COc1ccc(Cn2c(O)c(C=NCCN3CCOCC3)c(=O)[nH]c2=O)cc1 | 0 | 2 |
| 49 | CN1[C@@H]2CC[C@H]1CC(OC(=O)C1C=Nc3ccccc31)C2 (stereo partly specified) | -5 | 1 |
